High-throughput results from PubChem BioAssay.
PfHsp40 yeast: compounds rescuing yeast from Plasmodium falciparum HSP40 toxicity; S. cerevisiae expressing PfHsp40, growth rescue, ATP luminescence; growth rescue, % at 12.5 µM; 0.68% of 340,000 active; AID 504582; in the data active = growth rescue above about 28%, passing the limit was not always enough; inconclusive = no clear call, values can overlap the other calls;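 note: yeast W303a lacking pdr1 and pdr3 grown in galactose medium; growth measured after three days at 30 °C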
BH1578 lux ind: inducers of Vibrio cholerae quorum light production without autoinducers. V. cholerae BH1578 lux reporter, luminescence, 6 h. activation, % at 18.7 µM. 0.16% of 350,000 active. AID 588436; in the data active = activation mostly above about 9.7%, no sharp cut-off; inconclusive = no clear call, values can overlap the other calls; inactive = mostly below about 3.7%; note: not every result past the cut was called active; inactives centre near 0; reference of the scale not given here
SSB-PriA inh: blocks PriA binding to SSB C-terminal tail; AID 1272365; AlphaScreen SSBct-PriA binding, biotinylated peptide; inhibition, % at 33 µM; 0.6% of 430,000 active; in the data active = inhibition mostly above about 37%, no sharp cut-off; inactive = mostly below about 20%;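 note: plate controls were negative control peptide for no effect and reference peptide for full effect; strong numbers were not always called active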
SARS 3CLpro inh: SARS-CoV 3CLpro protease inhibition; recombinant SARS-CoV 3CLpro, quenched FRET peptide cleavage; inhibition, % at 6 µM; 0.14% of 290,000 active; AID 1706; in the data active = inhibition above about 12%
Y pestis TopoI: blocks Yersinia pestis topoisomerase I activity | Y. pestis Topo-I cleavage product accumulation, plate reader | activity, % at 10 µM | 0.064% of 360,000 active; in the data active = activity above about 50%, passing the limit was not always enough; inconclusive = no clear call, values can overlap the other calls; note: inactives centre near 2
TcdB inh: TcdB glycohydrolase inhibition; TcdB glycohydrolase enzymatic assay, plate reader; inhibition, % at 9.99 µM; 0.24% of 350,000 active; in the data active = inhibition above about 10%
PrPC surface inh: cell surface PrPC inhibition, primary TR-FRET screen; P04156; TR-FRET read-out; inhibition, % at 13.8 µM; 0.43% of 370,000 active; AID 720596; in the data active = inhibition above about 24%; note: 0% = median of the test wells and 100% = reference compound wells
Anthrax LF inh2: blocks Bacillus anthracis lethal factor protease | P15917 | multiplex microsphere protease cleavage assay, LF | inhibition, % at 10 µM | 0.12% of 360,000 active; note: plate controls were buffer without enzyme for full effect and enzyme alone for no effect
Target sequence (P15917 whole entry, looked up): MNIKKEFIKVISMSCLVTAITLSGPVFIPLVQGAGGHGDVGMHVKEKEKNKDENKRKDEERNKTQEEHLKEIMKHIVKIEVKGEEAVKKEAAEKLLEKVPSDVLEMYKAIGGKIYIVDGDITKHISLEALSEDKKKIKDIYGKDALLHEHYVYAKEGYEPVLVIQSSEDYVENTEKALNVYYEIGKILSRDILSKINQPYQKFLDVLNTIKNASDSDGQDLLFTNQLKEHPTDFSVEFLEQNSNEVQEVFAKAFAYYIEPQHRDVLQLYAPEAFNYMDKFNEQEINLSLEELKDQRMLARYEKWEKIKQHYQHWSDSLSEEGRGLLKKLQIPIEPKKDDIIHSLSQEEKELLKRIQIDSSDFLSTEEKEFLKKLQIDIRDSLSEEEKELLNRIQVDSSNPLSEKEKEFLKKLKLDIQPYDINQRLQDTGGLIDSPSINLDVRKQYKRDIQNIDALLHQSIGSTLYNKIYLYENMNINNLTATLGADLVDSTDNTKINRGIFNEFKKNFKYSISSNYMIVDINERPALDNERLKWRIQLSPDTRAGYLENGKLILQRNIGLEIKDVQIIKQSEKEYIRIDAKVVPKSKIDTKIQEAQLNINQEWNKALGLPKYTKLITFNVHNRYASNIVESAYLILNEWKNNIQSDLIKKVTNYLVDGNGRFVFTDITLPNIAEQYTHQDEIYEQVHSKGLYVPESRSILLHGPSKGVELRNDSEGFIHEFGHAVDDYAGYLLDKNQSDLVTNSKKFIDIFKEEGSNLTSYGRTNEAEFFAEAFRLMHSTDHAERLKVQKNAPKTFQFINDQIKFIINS
BoNT-A LC inh2: BoNT A light chain protease inhibition; multiplex microsphere protease substrate cleavage, flow cytometry; inhibition, % at 10 µM; 0.17% of 360,000 active; AID 588499; note: plate controls were buffer without enzyme for full effect and enzyme alone for no effect
The depositor's hits bear a star; i = inactive; u = inconclusive; x = no result given; & = joins results of further samples. Cut-off read from the data, not from the text of the source, unless noted: active = inhibition above about 30%; inconclusive = no clear call, values can overlap the other calls; inactive = below that. A portion of the library; count on the stated rates, not on these rows.

SMILES	PfHsp40 yeast	BH1578 lux ind	SSB-PriA inh	SARS 3CLpro inh	Y pestis TopoI	TcdB inh	PrPC surface inh	Anthrax LF inh2	BoNT-A LC inh2
COc1ccc(NC(=O)CNC(=O)c2sc3ccccc3c2Cl)c(OC)c1	-1.1	i	-1	x	35	8.9	-3	0	3.6
CC(=O)Nc1ccc(NC(=O)COC(=O)c2cnccn2)cc1	-0.3	i	-11	5	5	0.4	-3	-6	-1.1
CCOc1cc(CNCc2ccc(C(=O)O)cc2)ccc1OC	-0.1	-0.5	-10	1	-6	0.9	-5	1	-1.1
CCCC[N+]12CCC(CC1)C(C(O)(c1ccccc1)c1ccccc1)C2 (stereo unspecified)	-2.4	i	-13	3	3	0.4	-6	-8	u
CC(C)(C)c1ccc(CC(=O)N2CCC2(C)C(=O)NS(=O)(=O)c2ccccc2Cl)cc1 (stereo unspecified)	x	-0.4	x	x	1	-1.9	-1	-5	-0.6
COc1ccc(N2CC(C(=O)N3CCC4(CC3)CC(=O)c3ccccc3O4)CC2=O)cc1 (stereo unspecified)	-1.5	i	9	x	11	-1.4	-9	4	0.0
CCC(C)c1cnc(CC(C)C)c(=O)n1O (stereo unspecified)	x	-0.3	x	x	-1	-0.4	5	-1	-0.7
Cc1cc(C)nc(NC(=O)/C=C/c2ccccc2Cl)c1	-0.4	2.0	-32	-5	1	x	17	0	-0.3
O=c1[nH][nH]c(C(F)(F)F)c1C=Nc1cccc(Cl)c1	-2.3	-0.2	-16	4	1	x	1	-12	-2.3
O=C(CC1CCCCC1)NCc1ccco1	-0.5	-0.1	-6	-3	6	1.3	-5	5	-0.1
COc1ccccc1-c1c(C)nn2c(N3CCOCC3)cc(C)nc12	-1.3	-0.6	-16	3	-1	1.1	-6	-4	-1.1
COc1cc(O)c2c(c1)/C=C/C[C@H](O)[C@H](O)C(=O)CCC[C@H](C)OC2=O	x	x	x	x	x	0.9	-5	-4	0.4
Cc1noc(C)c1C(=O)N1CCCC(C(=O)c2ccc(Cl)cc2)C1 (stereo unspecified)	0.5	-0.1	-7	-3	6	0.2	7	5	-1.3
O=C(CSc1ccc2ccccc2n1)NC1CC1	-0.2	0.0	-12	x	0	1.1	5	-3	-0.1
CC(=NCCN1CCN(C(=S)Nc2ccccc2)CC1)C1=C(O)CC(C)(C)CC1=O	-0.6	-0.6	-1	-2	16	x	-2	6	2.7
O=c1[nH]c(CSc2nnc(-c3ccncc3)n2Cc2ccco2)nc2ccccc12	-0.4	-1.2	3	9	-3	1.1	-4	-1	u
CCOC(=O)c1ccc(COC(=O)c2nonc2N)cc1	-0.5	-14	-9	3	7	x	-6	-3	0.6
COc1cccc(CNC(=O)c2ccc(Cl)c(S(=O)(=O)N3CCOCC3)c2)c1	0.4	0.0	-5	x	4	-1.5	-2	x	x
COc1ccc(CNc2ccc(N3CCOCC3)cc2)cc1	0.2	i	10	3	-4	-6.2	-19	-3	-3.5
CNCc1ccccc1Sc1ccc(O)c(O)c1	6.0	-0.1	6	-1	12	-61	-2	-4	-0.2
COc1cc(C(=S)N2CCOCC2)cc(OC)c1OC(=O)c1ccc(F)cc1	0.3	0.4	12	2	-6	1.7	-2	-17	-1.6
CCOc1ccc(C(=O)NC(C(=O)NCC2CCCO2)C(C)C)cc1 (stereo unspecified)	-0.3	-0.2	-9	6	-2	0.0	2	-7	-0.4
NC(=O)CC[C@H](NC(=O)c1ccc(F)cc1)C(=O)OCC(=O)NCc1ccc(F)cc1	-0.7	-0.5	-6	-1	5	0.1	-2	15	3.9
O=C(CSc1nc(=O)n(CCN2CCOCC2)c2c1CCCC2)Nc1ccc(F)cc1F	-0.6	i	-8	x	17	3.0	-6	3	4.2

Two records drawn at random from those above:
SMILES	PfHsp40 yeast	BH1578 lux ind	SSB-PriA inh	SARS 3CLpro inh	Y pestis TopoI	TcdB inh	PrPC surface inh	Anthrax LF inh2	BoNT-A LC inh2
O=c1[nH]c(CSc2nnc(-c3ccncc3)n2Cc2ccco2)nc2ccccc12	-0.4	-1.2	3	9	-3	1.1	-4	-1	u
COc1cc(C(=S)N2CCOCC2)cc(OC)c1OC(=O)c1ccc(F)cc1	0.3	0.4	12	2	-6	1.7	-2	-17	-1.6

Following part:
SMILES	PfHsp40 yeast	BH1578 lux ind	SSB-PriA inh	SARS 3CLpro inh	Y pestis TopoI	TcdB inh	PrPC surface inh	Anthrax LF inh2	BoNT-A LC inh2
CCCCOc1ncnc2c1[nH]c1ccc(OCC)cc12	0.8	2.0	-3	-3	9	x	0	0	1.5
CC(C)NC(=O)C1(C)CCCN1C(=O)c1ccccc1Br (stereo unspecified)	x	-4.5	x	x	12	-5.2	8	3	-0.7
NC(=O)c1ncc(C(F)(F)F)cc1Oc1cccnc1	-1.5	i	-4	-1	-4	-0.2	-4	0	0.2
O=C(Nc1ccc(S(=O)(=O)N2CCCCC2)cc1)c1ccco1	0.2	-0.2	-2	-3	0	0.4	-4	1	-1.2
CCOc1ccc(-c2onc(C(F)(F)F)c2-c2cscn2)c(O)c1	1.8	i	-10	2	3	1.1	6	-3	-0.1
O=C(COC(=O)c1cc(Cl)ccc1O)NCCNC(=O)COC(=O)c1cc(Cl)ccc1O	-0.7	0.1	-7	1	1	0.9	1	2	2.4
COc1ccc(CC(=O)O/N=C(\N)c2cccc([N+](=O)[O-])c2)cc1	1.9	-0.5	i	4	-3	-0.1	-6	1	1.0
COc1ccc2cc(C(C)c3nc4ccccc4c(=O)n3N)ccc2c1 (stereo unspecified)	3.4	-0.6	-3	3	-2	x	0	-9	0.2
CC(c1ccco1)N(C(=O)C12CC3CC(CC(C3)C1)C2)c1ccccn1 (stereo unspecified)	0.2	0.8	-2	-4	3	x	-2	-1	-0.9
c1ccc(-c2nnc(CN3CCC4(CC3)OCCO4)o2)cc1	-0.3	i	-19	1	4	x	6	-6	-0.5
CCn1c(CN2CCOCC2)nnc1SCC(=O)Nc1ccc(C)cc1	-1.1	i	1	-5	0	1.5	-7	0	1.2
CCOc1ccc(/C=N/OCC(=O)Nc2ccc(OCc3ccccc3)cc2)cc1OC	-1.2	i	x	-1	-10	-1.3	-2	0	-0.8
CS(=O)(=O)NNC(=O)C1Cc2c(ccc3ccccc23)O1 (stereo unspecified)	0.0	i	2	-1	-3	-0.6	2	-1	0.8
CCC(C)(C)NC(=O)C(c1ccc(OC)cc1)N(CC1CCCO1)C(=O)CCC(=O)Nc1cc(C)on1 (stereo unspecified)	-0.2	7.1	2	-3	12	x	0	6	1.0
CC(=O)Nc1ccc(S(=O)(=O)N(C)CC(=O)Nc2ccc(F)c(F)c2F)cc1	-0.5	2.7	1	x	3	0.4	9	-2	-1.1
COc1ccc2c(-c3ccc(OCCN4CCCCC4)cc3)c(-c3ccccc3OC)sc2c1	5.9	-6.1	21	x	8	x	x	-7	-0.4
COc1ccccc1NC(=O)COC(=O)CCS(=O)(=O)c1ccc(C)cc1	0.9	-0.2	-3	-2	5	0.5	7	4	0.7
CC(C)n1c(N2CCN(CC(=O)Nc3ccc4c(c3)OCCO4)CC2)nc2ccccc21	0.8	i	-2	0	19	x	1	-13	-0.8
COc1ccc(OCc2n[nH]c(=S)n2N)cc1	0.0	-0.3	-7	-2	7	1.1	-1	-4	-0.8
CC1(c2ccccc2)CC(c2ccccc2)=Nc2ccccc2N1 (stereo unspecified)	0.3	0.6	-2	-4	1	x	x	-1	8.2
COc1ccc(C(=O)COC(=O)c2ccc(Cl)nc2)cc1OC	0.8	5.6	-6	x	1	0.7	-2	1	4.3
Cc1ccc(C2=C/C(=C\c3cccnc3)C(=O)O2)cc1	1.2	-0.8	-3	9	1	-0.6	6	0	-0.7
O=C(Cn1c(SCC(=O)NC2CCCC2)nnc1-c1ccncc1)Nc1ccc2c(c1)OCO2	-0.1	-0.6	-8	4	-3	x	-4	1	-0.7
Cc1ccc(O)c(C=Nc2ccc3[nH]ncc3c2)c1	6.1	-0.3	5	5	-8	x	-24	-4	-0.1
O=C(NNC(=S)Nc1ccccc1)c1cccc(Br)c1	7.7	-10	11&-1	1	-2	x	20	-1	-0.7
COc1ccc(C(C(=O)OCCN(C)C)c2ccccc2)cc1 (stereo unspecified)	-0.2	0.8	-18	-5	0	x	3	-2	-0.6
O=C1COc2ccccc2CN1	-1.4	i	-1	-1	-6	x	0	0	-0.7
O=C(NN(C(=O)c1ccccc1)c1cccs1)c1ccccc1	-0.8	i	-5	x	5	-0.6	7	2	0.4
COc1cc(/C=c2\sc3n(c2=O)CCCN=3)ccc1O	-0.1	i	x	3	0	x	-26	1	-0.2
CC1=C(C(=O)NCc2ccc(Cl)cc2)C2(CCC(C)CC2)OC1=O (stereo unspecified)	-0.4	-0.7	-11	-2	1	0.7	3	-5	0.3
CCOc1cc(/C=N/NC(=O)c2cccnc2)cc(Br)c1OCC(N)=O	0.9	-0.4	x	0	-3	0.6	-3	6	0.2
COc1ccc(S(=O)(=O)Nc2cc3c4c(oc3c3ccccc23)CC(C)(C)CC4=O)cc1	-0.4	0.2	8	7	0	x	8	u	u
C=CCNC(=S)NNC(=O)c1cccc(Br)c1	-0.2	-0.4	-4	4	1	0.5	5	-3	-1.0
O=C(O)C1CCC(=O)N1Cc1ccc(F)cc1 (stereo unspecified)	0.3	i	-11	2	-7	-0.3	11	3	0.3
COc1cc2c(cc1NC(=O)CC1SC(N3CCCC3)=NC1=O)oc1ccccc12 (stereo unspecified)	3.7	-0.2	6	5	26	x	17	3	1.3
Cn1c(SCc2ccccc2F)nnc1-c1cnccn1	-0.6	i	-1	-2	-7	x	-7	0	-0.3
CCOC(=O)C1=C(C)N(CCCC(=O)O)C(=O)NC1c1ccc(OC)cc1 (stereo unspecified)	-0.9	0.8	-3	3	1	-1.5	5	-7	-0.2
CCOC(=O)c1c(C)nc(-c2ccccc2)nc1NC(=O)CC	0.0	0.1	-16	2	1	x	-4	-2	-0.4
O=C(/C=C/c1ccc(OC2CSC2)cc1)c1ccc(Cl)cc1	0.6	-0.5	1	1	-2	x	4	-1	-0.6
Cc1ccc(CCNS(=O)(=O)c2c(C)nc3sccn3c2=O)cc1	3.0	-0.2	-1	-9	9	-4.1	0	0	0.3
Cc1ccnc2nc(C(=O)OCCOc3ccc(Cl)cc3)nn12	8.3	-1.4	9	2	1	0.6	-1	-2	0.5
O=C(NC1CC2CCCC(C1)N2Cc1ccccc1)c1cccc(Cl)c1 (stereo unspecified)	0.6	i	-9	-3	-1	0.6	-4	-8	-1.3
Nc1ccn([C@@H]2O[C@H](CNS(=O)(=O)c3cc4ccccc4s3)[C@@H](O)[C@H]2O)c(=O)n1	x	-0.4	x	x	2	0.0	10	-6	-0.3
COc1ccc(NS(=O)(=O)c2cccc(C(=O)N/N=C/c3cccs3)c2)cc1	-0.2	-0.2	x	7	2	0.3	2	-4	-1.1
CCOC(=O)C1(CC)NC(c2ccco2)C2C(=O)N(c3ccc(C)cc3)C(=O)C21 (stereo unspecified)	-0.2	-1.4	-15	-1	-6	x	-2	8	-1.0
C=CCOn1c(C)c(C(C)=O)c2c3nonc3ccc21	-1.2	i	-23	-2	-4	x	-5	-2	0.2
COc1ccc(/C=C/C(=O)Nc2cc(C)nn2-c2nc3ccccc3[nH]2)cc1	-1.3	-0.3	2	2	-5	-1.1	-5	-1	0.1
COc1ccc(S(=O)(=O)NCCc2cc3ccc(C)c(C)c3[nH]c2=O)cc1	-2.0	i	2	-5	-2	0.4	8	7	0.2

Molecules above containing a thiophene ring, fused or not:
SMILES	PfHsp40 yeast	BH1578 lux ind	SSB-PriA inh	SARS 3CLpro inh	Y pestis TopoI	TcdB inh	PrPC surface inh	Anthrax LF inh2	BoNT-A LC inh2
COc1ccc(NC(=O)CNC(=O)c2sc3ccccc3c2Cl)c(OC)c1	-1.1	i	-1	x	35	8.9	-3	0	3.6
COc1ccc2c(-c3ccc(OCCN4CCCCC4)cc3)c(-c3ccccc3OC)sc2c1	5.9	-6.1	21	x	8	x	x	-7	-0.4
O=C(NN(C(=O)c1ccccc1)c1cccs1)c1ccccc1	-0.8	i	-5	x	5	-0.6	7	2	0.4
Nc1ccn([C@@H]2O[C@H](CNS(=O)(=O)c3cc4ccccc4s3)[C@@H](O)[C@H]2O)c(=O)n1	x	-0.4	x	x	2	0.0	10	-6	-0.3
COc1ccc(NS(=O)(=O)c2cccc(C(=O)N/N=C/c3cccs3)c2)cc1	-0.2	-0.2	x	7	2	0.3	2	-4	-1.1
